M1 antag: human M1 muscarinic receptor antagonists, primary screen, CHO-K1 cells, Fluo-8 calcium fluorescence, 1536-well; Muscarinic acetylcholine receptor M1 (Homo sapiens), P11229; CHO-K1 hM1, ACh EC80 antagonist; inhibition, % at 3 µM; 360,000 compounds, 1.3% hits;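 active = percent inhibition above its own plate's cutoff, namely the mean of that plate's compound wells plus 3 SD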;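 also: peak over basal fluorescence ratio during 140 s after agonist addition; 0% = ACh EC80 plus DMSO and 100% = DMSO alone without agonist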
Target sequence (P11229 whole entry, looked up): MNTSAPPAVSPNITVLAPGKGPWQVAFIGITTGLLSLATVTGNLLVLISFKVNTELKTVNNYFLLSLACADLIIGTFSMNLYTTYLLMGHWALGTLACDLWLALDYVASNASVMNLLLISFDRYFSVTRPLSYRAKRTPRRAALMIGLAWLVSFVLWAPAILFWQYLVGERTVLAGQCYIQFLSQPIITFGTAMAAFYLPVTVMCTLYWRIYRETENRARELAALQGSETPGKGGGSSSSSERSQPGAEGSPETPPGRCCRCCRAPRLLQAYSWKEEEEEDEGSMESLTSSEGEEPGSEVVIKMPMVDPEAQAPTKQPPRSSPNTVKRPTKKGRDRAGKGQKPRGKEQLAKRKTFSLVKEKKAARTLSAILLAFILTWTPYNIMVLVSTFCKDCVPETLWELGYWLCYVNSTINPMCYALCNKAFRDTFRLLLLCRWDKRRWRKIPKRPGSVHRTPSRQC
CHRM1 PAM: human M1 muscarinic receptor positive allosteric modulators, primary screen, CHO-K1 cells, Fluo-8 calcium fluorescence, 1536-well; activation, % at 3 µM; CHO-K1 hM1, ACh EC20; 0% = ACh EC20, 100% = maximal ACh; 360,000 compounds, 0.088% hits; Muscarinic acetylcholine receptor M1 (Homo sapiens), P11229; in the data active = activation above about 19%, passing the limit was not always enough
CHO parental Ca: ATP-evoked calcium signal inhibitors, parental CHO, primary screen, counter-screen for OX1R antagonist project, cell-based, fluorescence, Fluo-8 calcium dye; parental CHO-K1, ATP-induced calcium, Fluo-8 fluorescence; 330,000 compounds, 0.63% hits; AID 463079, 2010; inhibition, % at 5.6 µM;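 active = inhibition above that plate's mean sample inhibition plus 3 SD, cut at about 26% in these data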;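 also: 0% = ATP-challenged DMSO wells and 100% = DMSO wells without ATP; some compounds past the cut are filed as inactive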
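Test system: untransfected parental CHO cell line; also added: ATP stimulus; dosing: 5.6 µM, single dose; signal: calcium-sensitive Fluo-8 fluorescence; measure: percent inhibition of ATP-evoked calcium rise, normalized to controls; benchmarks: low control ATP plus DMSO, high control DMSO only; replication: one well per compound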
CHO-K1 Ca PAM: nonselective calcium activators in parental CHO-K1 cells, primary screen, counter-screen for M1 PAM project, cell-based, Fluo-8 calcium fluorescence, full deck, 1536-well | 360,000 compounds, 0.02% hits | ATP EC20; 0% at ATP EC20, 100% at ATP max | activation, % at 3 µM | AID 602247, 2012;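 active = activation above the run cutoff, the mean activation of all test compounds plus 3 SD, cut at about 40% in these data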;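 also: peak over basal fluorescence ratio in a 140 s read after ATP addition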
TAAR1 ag: human TAAR1 agonists, primary screen, Fluo-8 calcium fluorescence, CHO RD-HGA16 cells. 360,000 compounds, 0.99% hits. Trace amine-associated receptor 1 (Homo sapiens), Q96RJ0. vehicle wells 0%, saturating PEA agonist 100%. activation, % at 3 µM;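 active = activation above the mean activation of all test compounds in the run plus 3 SD, cut at about 38% in these data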
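Test system: RD-HGA16 (CHO) cells co-expressing Gα16 and hTAAR1 / Benchmarks: DMSO vehicle as 0%, PEA at EC100 as 100% / Repeats: no replicates (n 1) / Measure: % activation from peak over basal fluorescence ratio, DMSO-to-PEA scaled / Timing: 17-24 h plating, Fluo-8 75 min 37 °C, 30 min RT / Technique: kinetic Fluo-8 calcium fluorescence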
CHRM1 agonist: human M1 muscarinic receptor agonists, primary screen, Fluo-8 calcium fluorescence, CHO-K1 cells, HTS. Muscarinic acetylcholine receptor M1 (Homo sapiens), P11229. CHO-K1 hM1, agonist mode; 0% DMSO, 100% acetylcholine EC100. activation, % at 3 µM. 360,000 compounds, 0.33% hits;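 active = activation above the run's mean compound activation plus 3 SD, cut at about 16% in these data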;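 also: peak over basal fluorescence ratio within a 140 s kinetic read after compound addition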
CHO-K1 Ca ag: counter-screen for M1 agonists: effect in parental CHO-K1 cells; Fluo-8 calcium fluorescence; scaled to maximal ATP response, vehicle zero; activation, % at 3 µM; 360,000 compounds, 0.48% hits; AID 602248, 2012; in the data active = activation above about 15%;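 also: untransfected CHO-K1 host cells lacking M1 receptor as counterscreen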
TAAR1 antag: human TAAR1 antagonists, primary screen, Fluo-8 calcium fluorescence, CHO RD-HGA16 cells; Trace amine-associated receptor 1 (Homo sapiens), Q96RJ0; antagonist; inhibition, % at 3 µM; 360,000 compounds, 1.5% hits; AID 624466, 2012;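 active = inhibition above a per-plate cutoff, the mean inhibition of test compounds on that plate plus 3 SD, cut at about 49% in these data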;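 also: 0% = DMSO plus EC80 beta-PEA response and 100% = DMSO alone without agonist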
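Material: RD-HGA16 CHO cells with stable hTAAR1 and Gα16; Dosing: single nominal final test compound concentration of 3 µM; Schedule: seeding 17-24 h prior, 75-min 37 °C, 30-min RT dye loading; Detection: kinetic Fluo-8 calcium fluorescence measurement; Measure: % inhibition from peak post-agonist over basal fluorescence ratio; Benchmarks: vehicle and agonist controls.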
CHO-K1 Ca antag: M1 antagonist counterscreen hit in parental CHO-K1 cells; ATP-induced calcium, Fluo-8 fluorescence; inhibition, % at 3 µM; 360,000 compounds, 0.6% hits; AID 602250;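 active = inhibition above a per-plate cutoff, the plate's mean sample inhibition plus 3 SD, cut at about 24% in these data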;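 also: 0% = DMSO plus EC80 ATP and 100% = DMSO alone without ATP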
* = called active by the depositor; · = not tested or not shown.

Value order: CHO parental Ca	TAAR1 ag	TAAR1 antag	CHRM1 agonist	CHRM1 PAM	CHO-K1 Ca ag	M1 antag	CHO-K1 Ca antag	CHO-K1 Ca PAM
1. C=CCC1c2cccc(C(=O)O)c2C(=O)N1c1cccc(C)c1 (stereo unspecified)
    6	11	1	-3	3	0.2	2	-17	12
2. COc1ccc(CNC[C@H]2O[C@@H](n3cnc4c(N)ncnc43)[C@H](O)[C@@H]2O)cc1OC
    -3	·	·	-2	13	-0.1	-15	-21	15
3. COc1ccc(OC)c(N=c2oc3c(OC)cccc3cc2C(=O)NCc2ccco2)c1
    -13	4	18	1	-5	0.1	10	-2	1
4. Cc1cc(C(=O)N2CCOCC2)ccc1[N+](=O)[O-]
    -2	8	-24	-5	8	0.5	-15	1	6
5. O=S(=O)(Cc1ccc(Cl)cc1)c1ccccc1-c1nnc(-c2ccccc2)o1
    2	6	13	-3	2	0.3	3	-5	4
6. O=C(NCc1cccnc1)C(=O)Nc1nc(C23CC4CC(CC(C4)C2)C3)cs1
    -3	10	-36	1	18	1.3	5	-4	14
7. COC(=O)c1cc(NC(=O)C2COc3ccccc3O2)ccc1Cl (stereo unspecified)
    -20	8	13	0	-9	8.3	-1	-11	-7
8. CN1CCN(/C=N/c2c(C#N)cnn2Cc2ccccc2)CC1
    -7	19	-14	-7	-5	0.2	-2	-5	20
9. Cc1nc(C2CCCCC2)c(-c2ccccc2)c(N2CCOC2=O)c1C
    -19	5	-1	-2	6	0.6	-3	-23	15
10. CC1CCCCC12NC(=O)N(CC(=O)N1CCN(S(=O)(=O)c3ccc(Cl)s3)CC1)C2=O (stereo unspecified)
    ·	0	4	-4	14	0.5	-18	-19	18
11. NNC(=O)c1nc(-c2ccccc2)n2c1CCCCC2
    -7	9	2	-13	-2	-0.4	3	6	-10
12. CC1CCc2c(sc3nc(CSc4ncn[nH]4)[nH]c(=O)c23)C1 (stereo unspecified)
    -2	0	-4	-6	12	0.4	-18	-19	26
13. O=c1[nH]n2c(=O)c3c([nH]c2c1N=Nc1cccc(Cl)c1)CCC3
    -11	-4	8	-8	6	-0.4	-10	-8	17
14. COc1ccc(O)c(-c2cc(-c3cccc(Br)c3)n[nH]2)c1
    -1	7	11	-3	8	0.2	-11	-2	10
15. Cc1cccc(C)c1-n1nnnc1C(c1ccnc2ccccc12)N1CCN(C/C=C/c2ccccc2)CC1 (stereo unspecified)
    ·	2	-9	-5	-1	0.9	-24	-18	18
16. O=C(CN1CCN(c2ccccn2)CC1)Nc1ccccc1
    -4	10	3	-2	10	0.4	-16	-14	12
17. CC(C)S(=O)(=O)N1CCCC(C(=O)c2cccc(Cl)c2)C1 (stereo unspecified)
    -11	7	-4	-12	3	1.1	-6	-7	4
18. CN(C)CCCO/N=C(\c1ccccc1)c1ccncc1
    -7	3	-15	-6	-25	0.0	35*	-11	11
19. O=[N+]([O-])c1cccc(S(=O)(=O)NCC2CCCO2)c1 (stereo unspecified)
    -8	3	-11	-2	6	-0.2	8	20	-10
20. CCN(CCn1cccn1)Cc1nc(-c2ccccc2)no1
    -1	8	-6	0	-6	0.3	21	9	-9
21. CCOC(=O)C1CCCN(c2nnnn2-c2ccccc2)C1 (stereo unspecified)
    -2	3	20	-2	-1	0.2	3	17	2
22. Cc1ccc(CN=C(Nc2ccccc2)NC2CCCCC2)cc1
    -30	1	11	-13	-7	0.4	-1	4	-7
23. CCOC(=O)c1c(NC(=O)COC(=O)CCOc2ccc(C)cc2)sc(C(=O)N(C)C)c1C
    -15	0	-23	-4	8	0.3	-8	-8	-8
24. O=C(NCC12CC3CC(CC(C3)C1)C2)c1cc2n(n1)C(C(F)(F)F)CC(c1ccco1)N2 (stereo unspecified)
    -20	20	8	-3	7	0.5	-7	-8	23

By substructure, the entries above with a carbonyl joined to an NH by a bond outside any ring.
Value order: CHO parental Ca	TAAR1 ag	TAAR1 antag	CHRM1 agonist	CHRM1 PAM	CHO-K1 Ca ag	M1 antag	CHO-K1 Ca antag	CHO-K1 Ca PAM
3. COc1ccc(OC)c(N=c2oc3c(OC)cccc3cc2C(=O)NCc2ccco2)c1
    -13	4	18	1	-5	0.1	10	-2	1
6. O=C(NCc1cccnc1)C(=O)Nc1nc(C23CC4CC(CC(C4)C2)C3)cs1
    -3	10	-36	1	18	1.3	5	-4	14
7. COC(=O)c1cc(NC(=O)C2COc3ccccc3O2)ccc1Cl (stereo unspecified)
    -20	8	13	0	-9	8.3	-1	-11	-7
11. NNC(=O)c1nc(-c2ccccc2)n2c1CCCCC2
    -7	9	2	-13	-2	-0.4	3	6	-10
16. O=C(CN1CCN(c2ccccn2)CC1)Nc1ccccc1
    -4	10	3	-2	10	0.4	-16	-14	12
23. CCOC(=O)c1c(NC(=O)COC(=O)CCOc2ccc(C)cc2)sc(C(=O)N(C)C)c1C
    -15	0	-23	-4	8	0.3	-8	-8	-8
24. O=C(NCC12CC3CC(CC(C3)C1)C2)c1cc2n(n1)C(C(F)(F)F)CC(c1ccco1)N2 (stereo unspecified)
    -20	20	8	-3	7	0.5	-7	-8	23
